LYPLA1 inh = blocks human lysophospholipase 1, a PME1 counter-screen; recombinant LYPLA1, FP-Rh probe fluorescence polarization; O75608; AID 2174; 0.16% of 320,000 active; inhibition, % at 5.9 µM;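 active means inhibition above the mean of all tested compounds plus 3 SD, set per campaign, cut at about 14% in these data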;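 further: inhibitors block serine hydrolase probe labeling of LYPLA1 so polarization falls; 0% = enzyme with DMSO and 100% = wells lacking LYPLA1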
Target sequence (O75608 whole entry, looked up): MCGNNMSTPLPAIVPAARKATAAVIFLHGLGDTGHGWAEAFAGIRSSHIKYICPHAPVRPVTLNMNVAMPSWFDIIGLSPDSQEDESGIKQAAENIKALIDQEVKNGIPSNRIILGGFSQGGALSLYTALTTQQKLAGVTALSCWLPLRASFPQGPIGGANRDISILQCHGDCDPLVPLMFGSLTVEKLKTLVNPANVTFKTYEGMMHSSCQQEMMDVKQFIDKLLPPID
PAD4 FP inh = inhibitors of human PAD4 | Q9UM07 | recombinant PAD4, RCA probe fluorescence polarization | inhibition, % at 6.36 µM | 0.41% of 330,000 active;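 active means percent inhibition above a cutoff equal to the mean of all tested compounds plus 3 SD, cut at about 15% in these data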;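 further: 0% = PAD4 with RCA probe and DMSO and 100% = probe without PAD4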
PAFAH1B2 FP inh = PAFAH1B2 (human) inhibition; recombinant PAFAH1B2, FP-rhodamine activity probe, fluorescence polarization; inhibition, % at 3.39 µM; 1.2% of 340,000 active;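 active means inhibition above the mean of all tested compounds plus 3 SD, cut at about 24% in these data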;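 further: 0% = enzyme with DMSO and 100% = wells lacking PAFAH1B2; many of its hits are not listed in these tables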
Fam108B inh = counter-screen for RBBP9 inhibitors: inhibitors of mouse Fam108B; recombinant Fam108B, FP-Rh probe fluorescence polarization; inhibition, % at 9.51 µM; 0.33% of 300,000 active; AID 1947;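 active means inhibition above the screen mean inhibition plus 3 SD, computed separately per campaign, cut at about 18% in these data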;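 further: inhibitors lower polarization as less probe binds the enzyme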
PAFAH1B3 FP inh = PAFAH1B3 (human) inhibition. Q15102. inhibition, % at 3.39 µM. recombinant PAFAH1B3, FP-rhodamine probe, fluorescence polarization. 0.28% of 340,000 active;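 active means inhibition above the screen-wide average of all tested compounds plus 3 SD, cut at about 25% in these data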;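 further: 0% = enzyme with DMSO only and 100% = wells lacking PAFAH1B3 protein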
PAFAH2 inh = inhibitors of human PAFAH2; Q99487; recombinant PAFAH2, FP-rhodamine activity probe, fluorescence polarization; inhibition, % at 3.39 µM; 0.99% of 340,000 active; AID 492956;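 active means inhibition above the mean over all tested compounds plus 3 SD, cut at about 30% in these data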;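 further: inhibitors block probe labeling of enzyme so polarization drops; 0% = enzyme with DMSO and 100% = wells lacking PAFAH2 protein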
pPAFAH FP inh = pPAFAH (human) enzyme inhibition | recombinant pPAFAH, FP-rhodamine probe fluorescence polarization | inhibition, % at 3.39 µM | 1.5% of 330,000 active;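 active means inhibition above the mean inhibition across the screen plus 3 SD, cut at about 25% in these data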;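 further: inhibitors block binding of the rhodamine activity-based probe so polarization drops; 0% = enzyme with DMSO and 100% = wells lacking pPAFAH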
Target sequence (Q13093 whole entry, looked up): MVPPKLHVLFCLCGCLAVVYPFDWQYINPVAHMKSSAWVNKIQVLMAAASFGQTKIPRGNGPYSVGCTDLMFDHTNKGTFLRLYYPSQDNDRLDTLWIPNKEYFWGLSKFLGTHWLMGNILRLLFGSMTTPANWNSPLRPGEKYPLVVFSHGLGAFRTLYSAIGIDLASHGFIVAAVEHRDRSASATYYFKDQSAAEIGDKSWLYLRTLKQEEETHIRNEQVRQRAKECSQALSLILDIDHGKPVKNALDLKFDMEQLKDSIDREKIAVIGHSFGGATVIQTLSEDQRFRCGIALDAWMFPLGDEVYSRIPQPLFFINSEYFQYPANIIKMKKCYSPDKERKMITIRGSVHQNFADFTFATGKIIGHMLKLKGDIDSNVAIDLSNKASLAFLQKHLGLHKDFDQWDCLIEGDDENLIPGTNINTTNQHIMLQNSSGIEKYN
PME-1 inh = blocks human protein phosphatase methylesterase 1; AID 2130; 0.53% of 320,000 active; recombinant PME-1, FP-Rh probe fluorescence polarization; Q9Y570; inhibition, % at 5.9 µM;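 active means inhibition above the campaign mean of all compounds plus 3 SD, cut at about 26% in these data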;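 further: competitive labeling of PME-1 active site by serine hydrolase directed probe; 0% = PME-1 with DMSO and 100% = wells lacking PME-1 enzyme; inhibitors block probe labeling so polarization falls and inhibition rises; many of its hits are not listed in these tables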
GSTO1 counter = blocks human GSTO1 in RBBP9 counter-screen. P78417. recombinant GSTO1, activity-based probe fluorescence polarization. inhibition, % at 5.96 µM. 1.1% of 300,000 active. AID 1974;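 active means inhibition above the campaign mean inhibition plus 3 SD, cut at about 35% in these data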;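 further: 0% = GSTO1-1 with DMSO and 100% = wells lacking GSTO1-1 enzyme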
Target sequence (P78417 whole entry, looked up): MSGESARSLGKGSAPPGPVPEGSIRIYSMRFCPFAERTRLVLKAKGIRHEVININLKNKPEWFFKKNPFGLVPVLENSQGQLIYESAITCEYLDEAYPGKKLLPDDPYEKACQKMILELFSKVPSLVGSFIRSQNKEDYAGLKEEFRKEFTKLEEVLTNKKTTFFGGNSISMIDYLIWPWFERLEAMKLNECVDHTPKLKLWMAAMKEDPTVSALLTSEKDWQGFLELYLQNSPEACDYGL
The depositor's hits bear a star; nt = not tested or not shown.

# | SMILES | Fam108B inh | GSTO1 counter | pPAFAH FP inh | PAD4 FP inh | PME-1 inh | LYPLA1 inh | PAFAH1B2 FP inh | PAFAH1B3 FP inh | PAFAH2 inh
1 | O=Cc1ccc(O)cc1O | -6 | 7 | 3 | -3 | -2 | 2 | 3 | 9 | 9
2 | COc1ccc(CC(C)CC(=O)NCCc2ccc(OC)c(OC)c2)cc1 (centres undefined) | 3 | 7 | 10 | 2 | -1 | -4 | 3 | 0 | -4
3 | CC(C)(C)C(=O)c1cnc(Nc2ccccc2)s1 | -2 | -4 | 13 | 0 | 4 | 7 | 5 | 2 | -1
4 | O=C(Cn1c(=O)c2cccn2c2cccnc21)NCCCN1CCN(c2ccc(F)cc2)CC1 | 4 | -1 | 1 | 0 | 3 | -4 | 6 | 1 | 2
5 | Cn1c(=O)c2cc(S(=O)(=O)NCCC(=O)NCc3ccccc3Cl)ccc2n(C)c1=O | 2 | 13 | 0 | 5 | 2 | -3 | 0 | -3 | 3
6 | CCOC(=O)c1c(C)[nH]c(C)c1C(=O)CSc1nc2ccccc2c(=O)n1-c1ccc(CC)cc1 | -16 | -9 | 2 | -4 | -8 | -3 | -1 | 4 | -22
7 | CC(C)c1ccc(NC(=O)CNCC(c2ccccc2)N(C)C)cc1 (centres undefined) | 3 | 9 | 0 | -2 | -3 | -2 | 3 | 4 | -1
8 | O=C(NCCc1ccccc1)C1CCC(CNS(=O)(=O)c2ccc(F)cc2)CC1 (centres undefined) | 2 | -2 | 8 | 0 | -2 | -2 | 4 | 0 | -2
9 | Cc1cccc(N2C(=O)C(O)=C(C(=O)c3cccs3)C2c2ccc(F)cc2)n1 (centres undefined) | 5 | 10 | 2 | -5 | 0 | 3 | -4 | -3 | 5
10 | CCc1ccccc1NC(=S)N(CCN1CCOCC1)Cc1ccccc1F | 2 | 1 | 2 | -2 | -8 | 1 | 2 | 2 | 13
11 | CCN(CC(=O)NCc1ccc(Cl)cc1)C(=O)CCOc1ccc(C)cc1 | 0 | 7 | 2 | 7 | -6 | 2 | 9 | 0 | -4
12 | Cc1ccc(S(=O)(=O)/N=C(\N)Nc2nc(C)c3ccccc3n2)cc1 | -3 | -2 | -11 | -5 | -4 | -1 | 2 | 2 | -2
13 | Cc1ccc2c(c1)[C@H]1[C@H](CO2)[C@H](c2ccccc2)[C@]2(C)C(=O)N(CC3CCCO3)CC(=O)N12 (some centres undefined) | nt | nt | 6 | -1 | nt | nt | 2 | 2 | -3
14 | COc1ccc2c(c1)OC[C@H]1[C@H]2N2C(=O)c3cc(OC)c(OC)cc3NC(=O)[C@@]2(C)[C@H]1c1ccccc1 | -7 | 0 | 7 | -7 | -18 | -10 | 4 | -2 | -10
15 | CCn1c(=O)n(CC)c2cc(NS(=O)(=O)c3ccccc3)ccc21 | 4 | 0 | 6 | 2 | 11 | 4 | 3 | 7 | -1
16 | COc1ccc(COc2cc(-c3cccc(OC)c3)nc3ccc(NC(=O)c4ccc(OC)cc4)cc23)cc1 | -24 | -19 | -3 | -3 | -41 | -34 | -24 | -27 | -68
17 | O=C(CC12CC3CC(CC(C3)C1)C2)NCc1ccccc1 | -4 | 12 | 4 | 1 | 6 | -1 | 14 | 5 | 4
18 | COc1ccc(C(=O)CSc2nnc(-c3cc4ccccc4cc3O)n2Cc2ccco2)cc1 | -17 | -38 | 3 | -16 | -25 | -30 | 2 | -3 | -4
19 | CNC(=S)N(CCc1c(C)[nH]c2ccc(F)cc12)Cc1ccco1 | 4 | 2 | 22 | 1 | 5 | 1 | 6 | 13 | 7
20 | CNS(=O)(=O)c1cccc(C(=O)OCC(=O)c2cc(C)n(CC3CCCO3)c2C)c1 (centres undefined) | nt | nt | 1 | -2 | 8 | -3 | 6 | 1 | 0
21 | Cc1cc(C)c(C)c(S(=O)(=O)N2CCN(C(=O)C3CCC3)CC2)c1C | -1 | 5 | 1 | 2 | 0 | 5 | -1 | 5 | 6
22 | CCN(CC)c1ccc(/C=N/N2CCOCC2)cc1 | 2 | 8 | 3 | 1 | -2 | -1 | 0 | 1 | 5
23 | CCOC(=O)N1CCN(C(=O)COc2ccccc2[N+](=O)[O-])CC1 | -2 | -4 | 2 | 2 | -3 | -4 | -4 | 6 | 1
24 | COc1ccccc1-c1nnc(Nc2nc3c(OC)cccc3s2)o1 | 8 | -11 | 13 | -5 | 31* | 1 | 6 | 14 | 6
25 | Cc1ccc(C(=O)Nc2ccccc2Oc2ccccc2)o1 | -1 | 3 | -2 | -2 | 5 | 4 | 1 | 17 | -8
26 | COCCNC(=S)N(CCc1c(C)[nH]c2ccc(F)cc12)Cc1ccco1 | 0 | 0 | 14 | -2 | 1 | -2 | 1 | 7 | -3
27 | COc1ccccc1CNS(=O)(=O)CCNC(=O)c1ccccc1 | 4 | -2 | 5 | 2 | 0 | -3 | 1 | -1 | 2
28 | CC(C)Cn1c([N+](=O)[O-])nc2c1c(=O)[nH]c(=O)n2C | 1 | -6 | 4 | 4 | 1 | 1 | 4 | 14 | -4
29 | COc1ccc(-c2nnc(SCc3cccc(C#N)c3)o2)cc1 | -6 | 2 | -5 | -6 | 0 | 0 | 2 | 2 | 10
30 | COC(=O)c1ccc(-n2c(C)cc(C(=O)CSc3cccc[n+]3[O-])c2C)cc1 | -2 | 0 | 16 | -4 | -2 | -2 | 2 | 6 | 2
31 | O=C(Nc1nccs1)C(NS(=O)(=O)c1ccc(Br)s1)c1ccccc1 (centres undefined) | -1 | -5 | 1 | -2 | -3 | -1 | 17 | 2 | 6
32 | C=C(C)CN(CC)C(=O)CN1C(=O)NC2(CCc3ccccc32)C1=O (centres undefined) | 4 | 2 | -1 | -2 | 6 | -4 | -6 | 4 | -4
33 | O=C(CSc1nnc2ccccn12)Nc1ccc2c(c1)OCCO2 | 4 | -6 | 5 | -4 | -2 | 3 | 3 | 7 | -2
34 | COCCNC(=O)c1ccc(NS(=O)(=O)c2cc(C)ccc2C)cc1 | 6 | 2 | 4 | -3 | 2 | -2 | 0 | 8 | 0
35 | CCC1CCCCN1CCCNC(=O)CNC(=O)c1nn(-c2ccc(OC)cc2)c(=O)c2ccccc12 (centres undefined) | 6 | 2 | 2 | 2 | -1 | -1 | 0 | 5 | -6
36 | Cc1ccc(CNC(=O)/C=C/c2ccc(Br)o2)cc1 | 2 | -3 | 8 | -1 | -4 | 0 | 6 | 3 | -6
37 | C#CC(C)(CC)NC(=O)Cn1nnc(-c2cccc(C(F)(F)F)c2)n1 (centres undefined) | -3 | 8 | 11 | 1 | 1 | 3 | 4 | 4 | 3
38 | COc1ccccc1N(C(=O)c1snc(C(N)=O)c1N)C(C(=O)NC1CCCC1)c1ccc(N(C)C)cc1 (centres undefined) | 3 | -1 | -3 | -1 | 3 | -2 | 4 | 1 | -11
39 | CN(C)CCN(C(=O)/C=C/c1cccs1)c1nc2ccc(F)cc2s1 | -2 | -2 | 2 | 3 | 1 | -2 | -3 | 1 | -5
40 | Cc1cccc(/C=C\c2nc3ccccc3c(=O)[nH]2)c1 | 2 | -3 | 3 | -6 | -4 | 1 | 6 | -3 | 0
41 | Cc1ccc2c(c1)C(=O)N1[C@H]3c4cc(Cl)ccc4OC[C@@H]3[C@H](c3ccccc3)[C@]1(C)C(=O)N2 | nt | nt | -10 | -3 | nt | nt | -13 | -15 | -24
42 | CC(C)(C)NC(=O)CN(Cc1ccc2c(c1)OCO2)C(=O)CNS(=O)(=O)c1ccccc1 | 5 | -7 | 10 | -2 | 8 | 3 | 4 | 1 | -2
43 | Cc1ccc(NC(=O)NCCN2CCN(c3ccccc3)CC2)cc1Cl | 1 | 3 | 3 | -5 | -4 | -3 | 4 | 2 | 4
44 | Cc1cccnc1NC(=O)C(c1ccccc1)c1ccccc1 | -2 | 4 | 1 | 1 | -7 | 0 | 4 | 8 | 1
45 | COc1ccccc1N1CCN(C(=O)c2ccc(CN3CCOCC3)cc2)CC1 | 6 | 6 | 1 | -2 | 10 | 8 | -2 | 3 | 0
46 | CCOC(=O)N1CCN(C(=O)Cc2cccs2)CC1 | 3 | 13 | -5 | 2 | 4 | -1 | 3 | -1 | -1
47 | CCOC(=O)COc1ccc2c(=O)cc(-c3ccccc3)oc2c1 | 2 | 13 | 1 | -4 | 9 | 1 | nt | nt | nt
48 | CCOc1cc(/C=N/N=C(\N)c2nonc2N)cc(Br)c1OCc1cccc2ccccc12 | -10 | 4 | 5 | -2 | -7 | -3 | 4 | -5 | -13
49 | Cc1cc(C)cc(NC(=O)CN(C)S(=O)(=O)c2cnc[nH]2)c1 | -1 | 4 | 6 | -3 | -2 | 1 | 2 | 4 | 3
50 | COc1ccc(-c2noc(CCC(=O)N3CCN(c4cc(C)ccc4C)CC3)n2)cc1 | 0 | -3 | 11 | -1 | 0 | -3 | 0 | 6 | 3
51 | COc1ccc(CCNC(=O)CN2C(=O)C(=O)N(C3CCCC3)C2=O)cc1OC | nt | nt | -6 | 0 | 2 | 3 | 7 | 6 | -3
52 | CCOC(=O)C1=C(c2ccccc2)OC(N)=C(C#N)C1c1cccnc1 (centres undefined) | 0 | 0 | 4 | -2 | 4 | -3 | 2 | 2 | 7
53 | Cn1nnnc1SCC(=O)Nc1ccccc1C(=O)NCc1ccccc1 | -2 | -7 | 2 | 0 | 5 | -1 | 1 | 10 | 3
54 | CCCOc1ccc(C(=O)NCCO)cc1 | 3 | 1 | -3 | -4 | 1 | -3 | 0 | 9 | 3
55 | COC(=O)c1sccc1-c1ccc(/C=N/OC(=O)c2cccs2)o1 | 0 | -2 | -2 | 0 | 2 | 1 | 3 | 3 | 50*
56 | OC12CCCCC1C(c1ccc3c(c1)OCO3)N(Cc1ccc(F)cc1)CC2 (centres undefined) | 2 | 7 | 0 | 3 | 1 | -2 | 0 | -1 | 6
57 | COc1ccc(NC(=O)CSc2ccccc2)cc1S(=O)(=O)N1CCOCC1 | 1 | -1 | 2 | -4 | 2 | -3 | 5 | -5 | 2
58 | Cc1nn(C)c(C)c1CNC(=O)/C=C/c1ccccc1F | 1 | 1 | 4 | -5 | -3 | 5 | 2 | -2 | 0
59 | C/C(=N\NC(=O)c1ccncc1)C12CC3CC(CC(C3)C1)C2 | 8 | 9 | 12 | -2 | 0 | 4 | 5 | 6 | -5
60 | COc1ccc(CCN2C(=O)NC(NC(=O)CC(C)C)(C(F)(F)F)C2=O)cc1OC (centres undefined) | 0 | 0 | 2 | 3 | -3 | 1 | -1 | 7 | -4

(listing goes on)
# | SMILES | Fam108B inh | GSTO1 counter | pPAFAH FP inh | PAD4 FP inh | PME-1 inh | LYPLA1 inh | PAFAH1B2 FP inh | PAFAH1B3 FP inh | PAFAH2 inh
61 | O=S(=O)(c1ccc(S(=O)(=O)N2CCCC3(CCCCC3)C2)cc1)N1CCCCC1 | -3 | 1 | 0 | 0 | 1 | -2 | 0 | -5 | 1
62 | COc1ccc(NC(=O)CN(C)C(=O)c2ccc3ccccc3n2)cc1 | nt | nt | 5 | -1 | nt | nt | 7 | 4 | 5
63 | Cc1cc(=O)n2c(sc3ccccc32)c1C#N | -1 | 3 | -10 | -9 | -1 | 1 | -1 | 9 | 6
64 | CCN1CCN(S(=O)(=O)c2ccc(Cl)c(C(=O)Nc3ccc(OC(F)F)cc3)c2)CC1 | 3 | 3 | -4 | 1 | 3 | -1 | 4 | 7 | -4

Compound activity as filed in PubChem.

Only part of the results is shown. The share of hits here may be higher or lower than overall.
